Source: PubChem (NMMLSC)
Myeloid diff MLP – promotes myeloid progenitor differentiation. ER-HoxA9 myeloid progenitors, lysozyme-GFP differentiation, flow cytometry. calls only at 10 µM. 360,000 compounds, 1% hits. AID 624256;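 active means normalized GFP-positive differentiation at or above the plate's own cutoff, the solvent-only control mean plus 3 SD; inconclusive means no clear call, values can overlap the other calls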;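 further: cells exposed to compound for four days before flow analysis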
Myeloid diff MLP GFP+ MAC1+ % – further read-out of Myeloid diff MLP, marked with its call; GFP+ MAC1+ double positive, %; measured here: differentiation confirmed by MAC1 staining
* hit, by the source's call; i = inactive; ? = inconclusive; / = no result given. This is a subset; count on the stated rates, not on these rows.

SMILES | Myeloid diff MLP | Myeloid diff MLP GFP+ MAC1+ %
C[C@@H]1CN([C@H](C)CO)S(=O)(=O)c2ccc(Br)cc2O[C@@H]1CN(C)C(=O)NC1CCCC1 | i | 2.4
COc1ccc(NS(=O)(=O)c2cc([N+](=O)[O-])ccc2NN=Cc2ccccc2OCC(=O)O)cc1 | i | 0.5
OC(c1ccccc1)c1nc(/C=C/c2ccccc2)cs1 (stereo not given) | i | 0.9
Clc1ccccc1NCSC1=NCCS1 | i | 0.6
C#Cc1ccc(NC(=O)C2(C)CCN2C(=O)c2ccccc2CCc2ccccc2)cc1 (stereo not given) | i | 0.9
CSc1ncnc2c1ncn2CCCNCc1cccs1 | i | 0.5
CCOC(=O)C1=C(CC)Nc2ccccc2N=C1NC(=O)c1ccc(C)c(S(=O)(=O)N2CCOCC2)c1 | i | 0.8
COc1cc2ccc(C(C)=NOC(C)=O)cc2cc1OC | i | 0.7
Cc1cccc(NC(=O)CSc2nc3ccccc3c(=O)n2C)c1C | i | 2.5
CC[C@]12c3[nH]c4cc(CCC(=O)N(C)C)ccc4c3CCN1C(=O)[C@@H](CC(=O)NCCC1=CCCCC1)C[C@@H]2C(=O)N1CCN(C(=O)c2ccco2)CC1 | i | 2.1
O=C(CSc1cc(Cl)ccc1Cl)NCCN1C(=O)CSC1=O | i | 0.5
COc1ccc(NC(=S)NC(=O)c2ccc3c(c2)OCCO3)cc1 | i | 1.0
O=C(Nc1cccc(S(=O)(=O)N2CCCCCC2)c1)c1cncc(Br)c1 | i | 2.7
COC(=O)c1ccc2nc(-c3ccc(F)cc3)c(Cc3cccc(Cl)c3)n2c1 | i | 0.5
COc1ccc(OCCN2CCC(C(=O)NC(c3ccc(C)cc3)c3ccccn3)CC2)cc1 (stereo not given) | i | 1.0

A few values from above.
For Myeloid diff MLP GFP+ MAC1+ %, `O=C(CSc1cc(Cl)ccc1Cl)NCCN1C(=O)CSC1=O` shows 0.5
For Myeloid diff MLP GFP+ MAC1+ %, `COc1ccc(NS(=O)(=O)c2cc([N+](=O)[O-])ccc2NN=Cc2ccccc2OCC(=O)O)cc1` shows 0.5

The list continues:
SMILES | Myeloid diff MLP | Myeloid diff MLP GFP+ MAC1+ %
CC1(C(=O)NS(=O)(=O)c2cccc(Cl)c2)CCN1C(=O)CCc1ccccc1 (stereo not given) | i | 0.8
CC(=O)N1CCc2cc(NC(=O)C3(C)CCN3CCc3ccccc3)ccc21 (stereo not given) | i | 0.8
COc1cc(-c2cc(NC=O)c3ncc(-c4cccc(C(F)(F)F)c4)n3c2)cc(OC)c1OC | i | 1.3
c1ccc(Cn2ncc3c(N4CCN(c5ccccc5)CC4)ncnc32)cc1 | i | 1.5
CCCC(=O)N1CCC1(C)C(=O)Nc1ccc(-n2cccc2)cc1 (stereo not given) | i | 0.9
CCCC[C@@H]1Cc2[nH][nH]c(=O)c2[C@H](c2ccc(C(C)C)cc2)O1 | i | 0.9
COc1ccccc1NC(=O)Nc1ccnn1C1CCN(C(=O)C2CCOC2)CC1 (stereo not given) | i | 0.8
O=C(NNC(=O)c1cc(S(=O)(=O)N2CCOCC2)c(Cl)cc1Cl)c1ccccc1F | i | 0.7
CC(=O)Nc1ccc(CNc2nc(NC(C)C)nc3cc(-c4ccccc4)sc23)cc1 | ? | /
CCN(CC(=O)Nc1ccccc1C(F)(F)F)C(=O)c1ccc2c(c1)NC(=O)C(C)S2 (stereo not given) | i | 0.8
Nc1ncnc(Nc2ccccc2Oc2ccccc2)n1 | i | 0.5
Cc1nc(C)c(C(=O)OCC(=O)NCCc2ccc(F)cc2)s1 | i | 0.5
COc1ccc(CNC(=O)C2Cc3c(-c4cccc(F)c4)ccnc3O2)cc1OC (stereo not given) | i | 0.5
COc1cc(NC(=O)NCc2ccco2)ccc1-c1ccc(NC(=O)NCc2ccco2)cc1OC | i | 0.3
CC(OC(=O)Cc1n[nH]c(=O)c2ccccc12)C(=O)N(C)c1ccccc1 (stereo not given) | i | 0.3
C[C@H]1CN([C@@H](C)CO)C(=O)Cc2cc(NC(=O)CCC(F)(F)F)ccc2O[C@H]1CN(C)S(C)(=O)=O | i | 2.9
CC(=O)Nc1cc(-c2ccccc2)cn2c(-c3cccc(C(C)=O)c3)cnc12 | i | 1.8
CC(C)(C)OC(=O)Nc1ccccc1-n1nnnc1C(C(=O)c1ccc(F)cc1)N1CCN(c2ccccn2)CC1 (stereo not given) | i | 1.5
C[C@H](NC(=O)c1ncn2c1C(=O)NC[C@@H]2C)c1ccccc1 | i | 0.3
CC(C)NC(=O)N(C)C[C@H]1Oc2ccc(NS(=O)(=O)c3ccccc3)cc2C(=O)N([C@H](C)CO)C[C@H]1C | i | 0.4
O=C(O)c1ccc2c(c1)S(=O)(=O)c1cc(N3CCN(c4cnccn4)CC3)ccc1C2=O | i | 0.4
O=C(COC(=O)c1ccc([N+](=O)[O-])o1)Nc1ccc2c(c1)OCO2 | i | 2.7
O=C(O)C1C2CC3OC(=O)C1C3C2 (stereo not given) | i | 1.4
CC(=O)c1cccc(NC(=O)c2ccc(-c3c(C)noc3C)c3ccoc23)c1 | i | 0.9
COc1ccc(C)c2sc(N(CCN(C)C)C(=O)c3ccc(S(=O)(=O)N(C)c4ccccc4)cc3)nc12 | i | 1.5
CCCn1c(N)c(N2CCCCC2)c(=O)n(CC(=O)Nc2ccc(C(C)=O)cc2)c1=O | i | 0.6
CCOC(=O)C1=CN(Cc2ccco2)S(=O)(=O)NC1CC (stereo not given) | i | 0.3
COC(=O)C1=C(C)N(Cc2ccccc2)C(=NCc2cccc(Cl)c2)N[C@H]1c1ccccc1 | i | 3.6
Cc1csc(=O)n1CC(=O)OC(C)C(=O)Nc1ccc(N(C)C)cc1 (stereo not given) | i | 1.2
Cc1cccnc1CNC(=O)C1(C)CCCN1CC(C)C (stereo not given) | i | 1.0
CC1CCCCN1C(=O)COC(=O)CSc1ccc(C(N)=O)cc1[N+](=O)[O-] (stereo not given) | i | 1.0
CC1(C(=O)Nc2cccc3ncccc23)CCN1C(=O)C1(c2ccccc2)CC1 (stereo not given) | i | 1.0
O=S(=O)(/N=C(/Nc1nccs1)c1ccc(F)cc1)c1ccccc1 | i | 0.7
O=C(CSc1nnc(Cc2ccccc2)o1)Nc1ccc(N2CCOCC2)cc1 | i | 1.0
CC1(C(=O)NS(=O)(=O)c2ccccc2OC(F)(F)F)CCN1C(=O)c1ccco1 (stereo not given) | i | 0.3
Cc1ccnc(Nc2ccc(CCO)cc2)n1 | i | 0.3
CCN1C[C@@H]2[C@@H]3C(=O)N(Cc4ccccc4)C(=O)[C@@H]3[C@](Cc3ccccc3)(C1=O)N2C(=O)c1ccc(Cl)c(Cl)c1 | i | 1.0
O=C(COc1ccccc1Br)NC(=O)NC1CCCC1 | i | 0.9
O=C(NCC(F)(F)F)[C@H]1O[C@@H](n2ccc(=O)[nH]c2=O)[C@H](O)[C@@H]1O | i | 1.4
Cc1cc2nc(-c3ccc(C#N)cc3)c(Cc3cccc(F)c3)n2c(C)c1Br | i | 0.9
O=C(Nc1cc(S(=O)(=O)N2CCOCC2)ccc1O)c1ccc(S(=O)(=O)N2CCCCC2)cc1 | i | 0.9
Cc1ccc(C(C)C)cc1OCC(=O)Nc1nnc(C2CC2)s1 | i | 0.3
COC(=O)C[C@H]1C[C@H]2c3cc(NC(=O)C4CCC4)ccc3O[C@H]2[C@H](CO)O1 | i | 0.8
Cc1cc(O)c2c(c1)C(=O)[C@@]13Oc4c5c(c(O)c6c(O)cc(C)cc46)C(=O)C[C@H](O)[C@H]5[C@@H]1[C@@H](O)CC(=O)C3=C2O | i | 1.6
O=S(=O)(NCCNS(=O)(=O)c1c(F)cccc1F)c1ccc2c(c1)OCCO2 | i | 1.2
C[C@H]1CN([C@@H](C)CO)C(=O)CCCn2nncc2CO[C@H]1CN(C)C(=O)Nc1cccc2ccccc12 | i | 1.0
CN(Cc1cnn(-c2ccccc2)c1)C(=O)c1cccc(S(=O)(=O)N(C)c2ccccc2)c1 | i | 1.3
CN(C)CCC(=O)N1C/C(=C/c2ccccc2)C(=O)/C(=C\c2ccccc2)C1 | ? | /
CCCS(=O)(=O)NC(=O)C1(C)CCCN(C(=O)c2cc3ccccc3s2)C1 (stereo not given) | i | 0.2
O=C(c1cc(C2CC2)nn1-c1ccccc1)N1CCN(Cc2ccccc2)CC1 | i | 0.6
O=C(Nc1ccccc1)c1cc(C2CCCN(C(=O)c3cccs3)C2)on1 (stereo not given) | i | 0.9
CC1(C)CC(=O)C=C(c2n[nH]nc2-c2ccc(F)c(F)c2)C1 | i | 0.5
CCn1cc(/C=C(\NC(=O)c2cc(OC)c(OC)c(OC)c2)C(=O)N2CCOCC2)c2ccccc21 | i | 1.7
O=S(=O)(NCC1CCCO1)c1ccc(Cl)c2ccccc12 (stereo not given) | i | 0.3
COC(=O)C(=Cc1ccncc1)c1cccc2ccccc12 | i | 0.8
COc1cccc(-c2oc3c(c2-c2ccc(OC)nc2)C(O)CCC3)c1 (stereo not given) | i | 0.8
C(=Cc1c[nH]c2ccccc12)c1nccc2ccccc12 | i | 1.5
Cc1cccc(-c2cnc(C(O)c3ccc4ccccc4c3)[nH]2)c1 (stereo not given) | i | 0.2
CCN(CC)S(=O)(=O)c1ccc(C(=O)Nc2cc(S(=O)(=O)N3CCOCC3)ccc2N2CCN(C)CC2)cc1 | i | 0.5
COc1ccc([C@@H]2CC=C(C(=O)O)[C@H](c3ccc(Br)cc3)N2S(=O)(=O)c2ccc(C)cc2)cc1OC | i | 0.6
Remaining list, next part.
SMILES | Myeloid diff MLP | Myeloid diff MLP GFP+ MAC1+ %
O=C1NC[C@@H](CCCCN2CCN(Cc3ccccc3)C(=O)C2=O)N(CCC2CCCCC2)C1=O | i | 0.5
O=C(COC(=O)c1cc(Cl)nc(Cl)c1)Nc1ccc(Cl)c(S(=O)(=O)N2CCOCC2)c1 | i | 1.8
Cn1c(=O)c2[nH]c(C3CC=CCC3)nc2n(C)c1=O (stereo not given) | i | 0.4
COc1c(NC=O)c2c(c([N+](=O)[O-])c1OC)C(=O)OC2 | i | 0.8
C[C@H](CO)N1C[C@H](C)[C@@H](CN(C)Cc2ccc3c(c2)OCO3)Oc2c(NS(=O)(=O)c3cn(C)cn3)cccc2C1=O | i | 1.0
O=C(c1ccc(S(=O)(=O)N2CCC(c3nc4ccccc4s3)CC2)cc1)N1CCCCC1 | i | 1.0
COc1ccc(Cc2c(C3CCCCC3)nc3c(C)cc(Br)cn23)c(C)c1 | i | 1.5
O=C1N=C(N2CCOCC2)SC1=Cc1ccco1 | i | 0.7
Cc1cc(-c2ccc(S(=O)(=O)NCc3ccc(Cl)cc3)cc2)on1 | i | 0.8
Cc1cc(NC(=O)COC(=O)[C@@H]2CCCN2C(=O)c2cccs2)no1 | i | 0.6
CC(=O)Nc1sc(C)c(C)c1C(=O)OCC(=O)NCc1ccccc1 | i | 1.8
CC(=NNC(=O)c1ccncc1)c1ccccc1O | ? | /
O=C(CCCCC(=O)OC1CCCCC1)OC1CCCCC1 | i | 0.7
CCOc1cc2[nH]c(=S)n(CCC(=O)NC3CCCCC3)c(=O)c2cc1OCC | i | 1.3
COc1ccc2nc(-c3ccccc3)nc(SC)c2c1 | i | 0.4

Single records, as listed above. Values in the order: Myeloid diff MLP | Myeloid diff MLP GFP+ MAC1+ %
CCOc1cc2[nH]c(=S)n(CCC(=O)NC3CCCCC3)c(=O)c2cc1OCC as listed: i | 1.3
CC(=O)Nc1sc(C)c(C)c1C(=O)OCC(=O)NCc1ccccc1 as listed: i | 1.8
O=C1N=C(N2CCOCC2)SC1=Cc1ccco1 as listed: i | 0.7
O=C(COC(=O)c1cc(Cl)nc(Cl)c1)Nc1ccc(Cl)c(S(=O)(=O)N2CCOCC2)c1 as listed: i | 1.8
C[C@H](CO)N1C[C@H](C)[C@@H](CN(C)Cc2ccc3c(c2)OCO3)Oc2c(NS(=O)(=O)c3cn(C)cn3)cccc2C1=O as listed: i | 1.0

Additional results follow.
SMILES | Myeloid diff MLP | Myeloid diff MLP GFP+ MAC1+ %
CCOc1ccccc1OCCCC(=O)NNC(=O)c1ccc(F)cc1 | i | 0.4
COc1ccc(C(CNC(=O)CCNS(=O)(=O)c2ccc(Br)cc2)N2CCCC2)cc1 (stereo not given) | i | 0.8
COCCCNC(=O)C[C@H]1C[C@H](C(=O)N2CCOCC2)[C@@]2(C)c3[nH]c4cc(-c5ccco5)ccc4c3CCN2C1=O | i | 0.5
CC(=O)c1sc(Nc2ccc3c(c2)OCO3)nc1C | i | 0.5
CCC(=O)N(Cc1cc2cc(OC)ccc2[nH]c1=O)c1ccccc1OC | i | 0.3
O=C(CN1C(=O)CNC1=O)Nc1cc(Cl)cc(Cl)c1 | i | 0.7
CC1(C(=O)Nc2cnc3ccccc3c2)CCN1C(=O)C/C=C/c1ccccc1 (stereo not given) | i | 0.8
CC1CCCN(C(=O)c2ccc3c(=O)n4nc(Nc5ccccc5)sc4nc3c2)C1 (stereo not given) | i | 1.5
Cc1ccc(S(=O)(=O)N2C[C@]3(O)C[C@@H]4C(=O)N(c5ccccc5)C(=O)[C@@H]4C[C@]3(OC(=O)NC3CCCC3)C2)cc1 | i | 1.6
COc1cc(NC(=O)C2(C)CCCN2C(=O)C(C)C)cc(OC)c1OC (stereo not given) | i | 0.6
CCOC(=O)Cn1cnc(C)c1 | i | 1.1
CC(C)n1cnnc1SCC(=O)Nc1cccnc1Cl | i | 0.3
COc1cccc(C(O)c2ncc(-c3cccc(F)c3)[nH]2)c1 (stereo not given) | i | 0.4
CCOc1cc(N2CCOCC2)c(OCC)cc1NC(=O)COC(=O)c1ccc(OC)c([N+](=O)[O-])c1 | i | 0.1
O=C(C(=O)N1CCCN(Cc2ccc(F)cc2)CC1)c1ccccc1 | i | 2.7
CCc1nc2c(OCC3CCCCC3)cccn2c1N(C=O)Cc1ccc(OC)cc1 | i | 1.1
